Runt-CBFb FRET: inhibitors of human RUNX1 Runt domain binding to CBFb | 220,000 compounds, 0.46% hits | Cerulean-Runt/Venus-CBFb FRET ratio 530/480, 1 h | AID 1496 | Q01196+Q13951 | inhibition, % at 20 µM;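 active = inhibition over about 50% at 20 µM in the single-dose screen, limit read from the data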;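 note: 0% = DMSO wells and 100% = excess unlabeled CBFb competitor control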
Target sequence (Q01196 whole entry, looked up, the tested form may be a part): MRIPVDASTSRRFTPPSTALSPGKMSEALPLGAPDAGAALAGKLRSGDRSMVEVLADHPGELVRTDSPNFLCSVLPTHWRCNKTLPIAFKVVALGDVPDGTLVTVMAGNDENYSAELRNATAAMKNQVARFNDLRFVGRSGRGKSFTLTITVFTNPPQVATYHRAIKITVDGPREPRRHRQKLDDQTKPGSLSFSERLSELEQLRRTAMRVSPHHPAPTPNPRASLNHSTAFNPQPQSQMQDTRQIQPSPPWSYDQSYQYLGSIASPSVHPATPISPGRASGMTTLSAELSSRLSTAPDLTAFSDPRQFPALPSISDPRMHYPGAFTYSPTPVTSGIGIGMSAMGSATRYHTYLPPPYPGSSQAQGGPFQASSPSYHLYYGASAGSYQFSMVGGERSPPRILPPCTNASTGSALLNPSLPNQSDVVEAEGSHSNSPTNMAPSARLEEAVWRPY
Target sequence (Q13951 whole entry, looked up, the tested form may be a part): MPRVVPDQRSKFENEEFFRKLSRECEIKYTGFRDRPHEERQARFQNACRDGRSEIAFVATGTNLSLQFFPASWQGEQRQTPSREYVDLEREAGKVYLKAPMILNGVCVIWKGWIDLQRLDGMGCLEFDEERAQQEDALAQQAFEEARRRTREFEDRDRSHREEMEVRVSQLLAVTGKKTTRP
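test system = Cerulean-Runt domain fusion protein, energy donor | probe or stimulus = Venus-CBFb binding partner, 100 nM | incubation = two 1 h room-temperature incubations shielded from light | detection = fluorescence energy transfer, 422 nm excitation, 530/480 nm emission | measure = loss of energy transfer signal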
thrombin 1536: inhibitors of human thrombin | P00734 | alpha-thrombin, Boc-VPR-AMC fluorogenic substrate cleavage | inhibition, % at 5 µM | 220,000 compounds, 0.26% hits | AID 1046;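 active = inhibition at or above 40%; inactive = inhibition below 40%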;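 note: 0% = enzyme with no compound and 100% = wells without enzyme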
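signal = AMC fluorescence, 355/460 nm | material = human alpha-thrombin enzyme | control set = enzyme without compound as high, wells lacking enzyme as low | times = reaction at room temperature | read-out basis = percent inhibition scaled between no-compound controls and no-enzyme blanks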
14-3-3 Bad inh: disrupts binding of bovine 14-3-3 zeta to phospho-Bad peptide; TR-FRET 14-3-3zeta/Dy647-pBad peptide displacement, 1 h; P63103; 220,000 compounds, 0.71% hits; inhibition, % at 21.7 µM; AID 781;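 active = inhibition above about 70%, limit read from the data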;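 note: 0% = full 14-3-3 plus peptide FRET controls and 100% = background without 14-3-3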
Target sequence (P63103 whole entry, looked up): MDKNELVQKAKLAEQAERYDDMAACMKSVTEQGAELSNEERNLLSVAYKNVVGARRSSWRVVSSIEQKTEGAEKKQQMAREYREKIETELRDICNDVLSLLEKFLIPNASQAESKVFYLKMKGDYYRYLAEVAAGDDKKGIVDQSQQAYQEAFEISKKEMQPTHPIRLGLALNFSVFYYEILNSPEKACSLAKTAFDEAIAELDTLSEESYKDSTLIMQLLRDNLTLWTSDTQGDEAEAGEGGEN
Runt-SMMHC FRET: blocks binding of human RUNX1 Runt domain to CBFb-SMMHC; 220,000 compounds, 0.74% hits; Q01196+Q13951; inhibition, % at 20 µM; Cerulean-Runt/Venus-CBFb-SMMHC FRET ratio 530/480, 1 h; AID 1434;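 active = mean inhibition across duplicate retests at 20 µM reaching about 50%, limit read from the data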;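 note: 0% = DMSO wells and 100% = wells with excess untagged CBFb-SMMHC; inhibitors lower the FRET ratio by blocking Runt binding to CBFb-SMMHC; some results filed as inactive read as strong as hits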
Wee1 stabilizer: human Wee1 degradation inhibition, primary screen; reporter increase, % at 5 µM; 220,000 compounds, 1.2% hits; HeLa Luc-Wee1K328M stability, luciferase luminescence; 100% = proteasome inhibitor MG132 effect; P30291; AID 1321;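 active = activation above the mean of all tested compounds plus 3 SD, set per screening run, cut at about 8.8% in these data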;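 note: cells exposed to compound for 20 h before luminescence read; 0% = DMSO alone and 100% = MG132 at 30 µM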
FXIIa inh: blocks human coagulation factor XIIa protease activity; P00748; inhibition, % at 5 µM; purified FXIIa, Boc-QGR-AMC fluorogenic substrate, 2 h; 220,000 compounds, 0.3% hits; in the data active = inhibition above about 40%;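 note: 0% = enzyme with no compound and 100% = blank without enzyme; many of its hits are not listed in these tables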
FXIa inh: inhibitors of human coagulation factor XIa | purified FXIa, Boc-Glu-Ala-Arg-AMC fluorogenic substrate | 220,000 compounds, 0.14% hits | P03951 | inhibition, % at 5 µM;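 active = inhibition of at least 40%; inactive = inhibition below 40%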;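 note: fluorescence of freed AMC excited at 355 nm; 0% = enzyme without compound and 100% = no enzyme blank; many of its hits are not listed in these tables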
KLK5 inh: kallikrein 5 (human) inhibition; Q9Y337; recombinant hK5, fluorogenic AMC substrate cleavage; inhibition, % at 5 µM; 210,000 compounds, 0.59% hits;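 active = inhibition of 40% or more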;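 note: 0% = enzyme controls without compound and 100% = no-enzyme blanks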
Hck-Nef inh: blocks Nef-activated human Hck kinase; P08631; 220,000 compounds, 0.68% hits; inhibition, % at 20 µM; AID 463187; Recombinant Hck-YEEI plus Nef, Z-Lyte FRET kinase assay;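 active = Hck-Nef kinase inhibition above about 50%, limit read from the data; inactive = inhibition below that limit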;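 note: 0% = DMSO with Hck plus Nef and 100% = Hck alone without Nef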
Active calls of the source: *; x = not tested or not shown; [ ] = another dose, or the depositor's remark.

Preview (12 entries):
SMILES	Runt-CBFb FRET	thrombin 1536	14-3-3 Bad inh	Runt-SMMHC FRET	Wee1 stabilizer	FXIIa inh	FXIa inh	KLK5 inh	Hck-Nef inh
OCCCNC(=S)Nc1ccc(Nc2ccccc2)cc1	1	0	-4	0	0	10	-5	-2	4
CNC(=S)N1CCc2cc(OC)c(OC)cc2C1COc1ccc(OC)cc1 (centres undefined)	-2	-3	2	0	3	-6	-2	7	13
CCOc1cc(-n2ncc(C#N)c2N)nc(SC)n1	-1	4	5[fluorescence artefact?]	7	-1	17	9	-1	-4
CCCNC(=O)c1ccc(SCC(=O)N(CC)CC)c([N+](=O)[O-])c1	-3	-7	-5	3	-2	9	1	10	19
CC1CCCN(S(=O)(=O)c2ccc(NC(=O)CCN3C(=O)c4ccccc4C3=O)cc2)C1 (centres undefined)	-1	-5	-3[fluorescence artefact?]	1	0	-1	-6	-12	2
O=C(Oc1ccc[nH]c1=O)c1cc([N+](=O)[O-])cc([N+](=O)[O-])c1	14	-1	0	-5	-2	2	-8	-12	8
O=C(C1CC1(c1ccccc1)c1ccccc1)N1CCOCC1 (centres undefined)	2	0	2[fluorescence artefact?]	0	-1	5	4	8	-21
CCC(C)(C(=O)NC1CCCCC1)N(Cc1ccco1)C(=O)c1cnccn1 (centres undefined)	2	1	1	-4	-1	5	4	5	1
CN1c2ccccc2C(O)=C(C(=S)Nc2ccc(Cl)cc2)S1(=O)=O	6	2	48	-2	-2	-2	0	3	3
CNCCCCOc1ccccc1-c1ccccc1	2	-4	13	-1	-1	8	0	-4	2
CC(C)Cn1c(-c2ccncc2)n[nH]c1=S	8	0	-9	8	-2	6	0	-3	4
CCCn1c(N)c(Sc2ccc(C)cc2)c(=O)n(CCC)c1=O	-1	-1	-6	0	-1	6	1	2	7

Main list (from the top)
SMILES	Runt-CBFb FRET	thrombin 1536	14-3-3 Bad inh	Runt-SMMHC FRET	Wee1 stabilizer	FXIIa inh	FXIa inh	KLK5 inh	Hck-Nef inh
OCCCNC(=S)Nc1ccc(Nc2ccccc2)cc1	1	0	-4	0	0	10	-5	-2	4
CNC(=S)N1CCc2cc(OC)c(OC)cc2C1COc1ccc(OC)cc1 (centres undefined)	-2	-3	2	0	3	-6	-2	7	13
CCOc1cc(-n2ncc(C#N)c2N)nc(SC)n1	-1	4	5[fluorescence artefact?]	7	-1	17	9	-1	-4
CCCNC(=O)c1ccc(SCC(=O)N(CC)CC)c([N+](=O)[O-])c1	-3	-7	-5	3	-2	9	1	10	19
CC1CCCN(S(=O)(=O)c2ccc(NC(=O)CCN3C(=O)c4ccccc4C3=O)cc2)C1 (centres undefined)	-1	-5	-3[fluorescence artefact?]	1	0	-1	-6	-12	2
O=C(Oc1ccc[nH]c1=O)c1cc([N+](=O)[O-])cc([N+](=O)[O-])c1	14	-1	0	-5	-2	2	-8	-12	8
O=C(C1CC1(c1ccccc1)c1ccccc1)N1CCOCC1 (centres undefined)	2	0	2[fluorescence artefact?]	0	-1	5	4	8	-21
CCC(C)(C(=O)NC1CCCCC1)N(Cc1ccco1)C(=O)c1cnccn1 (centres undefined)	2	1	1	-4	-1	5	4	5	1
CN1c2ccccc2C(O)=C(C(=S)Nc2ccc(Cl)cc2)S1(=O)=O	6	2	48	-2	-2	-2	0	3	3
CNCCCCOc1ccccc1-c1ccccc1	2	-4	13	-1	-1	8	0	-4	2
CC(C)Cn1c(-c2ccncc2)n[nH]c1=S	8	0	-9	8	-2	6	0	-3	4
CCCn1c(N)c(Sc2ccc(C)cc2)c(=O)n(CCC)c1=O	-1	-1	-6	0	-1	6	1	2	7
Cc1ccc(/C=N/N2C(=S)SC(C)(C)C2N(O)C(=O)Nc2ccc([N+](=O)[O-])cc2)cc1 (centres undefined)	0	2	-9	0	-3	11	3	4	1
CCOc1ccc(S(=O)(=O)Oc2ccc3ccccc3c2)cc1	-3	-6	-3[fluorescence artefact?]	-2	3	6	1	-16	0
COc1cc(/C=N/N=C(N)N)ccc1OCc1ccccc1Cl	-1	-2	-18	2	0	5	4	9	22
Cc1ccc(C)c(NC(=S)/C(=C(\[O-])c2ccc(Cl)s2)[n+]2ccccc2)c1	4	3	-2	-5	2	6	2	1	0
CCN(CC)c1nc2c(s1)C(=O)NCCC2	7	-4	-4	0	-1	13	1	-6	0
Cc1ccnc(NC(=O)c2ccc(S(=O)(=O)c3ccccc3)cc2)c1	-6	3	-8	1	-1	9	-1	-2	9
O=c1cc(-c2c(O)c3ccccc3n(Cc3ccccc3)c2=O)[nH][nH]1	-2	-6	-7	1	1	1	-6	-10	39
CC1(C)CC(=O)C(C=NC2CCCCC2)=C(O)C1	2	-8	-4[fluorescence artefact?]	-3	-4	16	1	-9	0
Cc1sc2ncn(CC(=O)NCC3COc4ccccc4O3)c(=O)c2c1S(=O)(=O)N1CCCCC1 (centres undefined)	-2	-2	-5	1	-2	10	3	17	6
Cc1nc(-n2cc(F)c(=O)[nH]c2=O)c2nc(C)oc2n1	-1	-6	5	-2	0	3	-7	21	2
O=[n+]1c2c(n([O-])c3cc(F)c(F)cc31)CCCC2	4	-2	9	-11	-1	17	6	12	0
COc1ccc(CCNC(=O)C2CCN(S(=O)(=O)N3CC(C)CC(C)C3)CC2)cc1OC (centres undefined)	-3	0	11	3	6	12	0	-5	2
CCOc1ccc(NC(=O)CN(C)CC(=O)Nc2ccccc2C#N)cc1OCC	-1	-2	-7	3	-2	3	-2	-14	2
(list continues)
SMILES	Runt-CBFb FRET	thrombin 1536	14-3-3 Bad inh	Runt-SMMHC FRET	Wee1 stabilizer	FXIIa inh	FXIa inh	KLK5 inh	Hck-Nef inh
COc1cccc(-c2cc(C(=O)Nc3ccccc3SC)no2)c1	0	0	3	0	-1	11	6	7	0
CCc1nc(SCC(=O)N2c3ccccc3CC2C)c2c(C)c(C)sc2n1 (centres undefined)	-2	2	0	-7	-1	-8	0	4	2
CN(C)CCNC(=O)Cn1nc(C(F)F)cc1C1CC1	1	-3	3	-1	2	10	3	-14	-1
Nc1n[nH]c(CCCO)n1	1	-1	5	2	0	11	10	-12	5
CC(C)(C)OC(=O)NCCCCCc1nnc(SCc2ccc(F)cc2)o1	-3	-11	-6	-3	3	3	0	-9	6
COC(=O)CN1C(=S)N(Cc2ccccc2)C(=O)C1CC(=O)Nc1ccc(OC)cc1 (centres undefined)	0	-2	7	2	4	7	9	-7	-17
CCC(C)(C(=O)NC1CCCC1)N(C(=O)c1cnccn1)c1ccccc1 (centres undefined)	0	-10	3[fluorescence artefact?]	-1	-2	5	-5	-24	1
N#C/C(=C(/O)CSc1ccccn1)c1nc2ccccc2s1	7	14	13	-1	-3	14	12	22	13
COc1cc(C)ccc1OCCCOc1ccccc1Cl	-3	0	7	-4	6	12	8	32	-1
CC(C)C(=O)c1cn(CC(=O)NCc2ccc3c(c2)OCO3)c2ccccc12	-2	-7	3	-2	-3	1	-4	-13	10
COC(=O)c1ccc(OC)c(OC2CCCC2)c1	1	-4	3	0	-2	11	3	1	18
Cc1ccc(N(CC(=O)Nc2cccc(C)c2)S(=O)(=O)c2cccc3nonc23)cc1	-2	5	-1[fluorescence artefact?]	0	4	10	4	-11	1
Cc1cccc(NC(=O)/C=C/c2cccs2)n1	-1	4	0	0	2	18	19	24	0
CC(C)c1ccc(CNC(=O)C(=O)NCCCn2ccnc2)cc1	-1	-5	-5	2	5	9	-3	1	22
O=c1[nH]cnc2scc(-c3ccc(Br)cc3)c12	0	-5	-3	0	-2	4	-6	-1	12
O=C(NC1CCCCC1)C12CC3CC(C1)CC(n1cncn1)(C3)C2	-1	-5	-1	4	-1	10	-15	12	1
COc1ccccc1S(=O)(=O)c1ccccc1[N+](=O)[O-]	0	-5	8	0	-2	7	6	-8	21
COC(=O)c1ccc(Cn2cnc3ccccc3c2=O)cc1	2	-1	4	0	2	11	4	15	-3
COc1ccc(C(=O)NNc2ccccc2)cc1	1	-1	-24[fluorescence artefact?]	-2	3	7	9	-11	3
CCOc1ccc(/C(O)=C/C(=O)C(=O)Nc2ccc(S(=O)(=O)NC(C)=O)cc2)cc1	0	0	-2	-2	0	6	8	-6	4
COc1cc(NC(=O)NS(=O)(=O)c2ccc(C)cc2)cc(OC)c1	6	2	27	3	-2	25	24	4	0
COc1ccc(/C=N/Nc2nc(-c3cccnc3)nc3ccccc23)c(OC)c1	-18	-5	70*	0	2	0	4	6	-34
C=CCOc1ccc(Br)cc1CNCC	0	4	-3	2	-1	4	-8	-7	15
O=c1c2[nH]c3ccc(Br)cc3c2ncn1Cc1ccncc1	3	0	-22	-4	0	3	1	1	-10
CCOc1ccccc1N(CC(=O)NC(C)(C)C)C(=O)Cn1nnc(-c2ccc(C)o2)n1	-3	4	-5	-23	-1	12	5	3	0

Record cards, as listed above:
`COc1ccccc1S(=O)(=O)c1ccccc1[N+](=O)[O-]` as listed: Runt-CBFb FRET = 0; thrombin 1536 = -5; 14-3-3 Bad inh = 8; Runt-SMMHC FRET = 0; Wee1 stabilizer = -2; FXIIa inh = 7; FXIa inh = 6; KLK5 inh = -8; Hck-Nef inh = 21
`CC(C)C(=O)c1cn(CC(=O)NCc2ccc3c(c2)OCO3)c2ccccc12` as listed: Runt-CBFb FRET = -2; thrombin 1536 = -7; 14-3-3 Bad inh = 3; Runt-SMMHC FRET = -2; Wee1 stabilizer = -3; FXIIa inh = 1; FXIa inh = -4; KLK5 inh = -13; Hck-Nef inh = 10

More structures:
SMILES	Runt-CBFb FRET	thrombin 1536	14-3-3 Bad inh	Runt-SMMHC FRET	Wee1 stabilizer	FXIIa inh	FXIa inh	KLK5 inh	Hck-Nef inh
CCOC(=O)c1cc(CC)sc1NC(=O)c1cccc(N2C(=O)CCC2=O)c1	0	-4	-1	-2	4	7	2	-10	2
CCOc1ccc(C2C(C(=O)c3cccs3)=C(O)C(=O)N2Cc2cccnc2)cc1 (centres undefined)	-2	-21	-19	-1	-2	7	-2	-9	25
O=C(CCl)Nc1ccc(Sc2ccc(NC(=O)CCl)cc2)cc1	-2	-1	3	2	0	5	-2	-2	17
O=C(O)C(Cc1ccccc1)N1C(=O)/C(=C/C=C/c2ccco2)SC1=S (centres undefined)	22	-1	95*	-23	3	7	-6	-22	92*
O=C(Nc1nnc(CC(=O)N2CCOCC2)s1)c1cccs1	-2	-9	2	-4	2	2	2	0	4
C[C@@H]1CN(Cc2cn(C)nc2-c2cccc(Cl)c2)C[C@H](C)O1	0	6	-13	1	3	14	-1	-5	17
CC(NC(=O)C1CCN(S(=O)(=O)N2CCC3(CC2)OCCO3)CC1)c1ccccc1 (centres undefined)	1	-5	-4	-4	11*	2	7	-7	-25
Cc1[nH]c(=O)c(C#N)c(C)c1Br	1	-13	-3	0	2	-4	-1	-4	-5
CCCN1CCC(=O)N([C@H](CSc2ccc(C)cc2)c2ccccc2)CC1	2	-8	2	5	x	8	-4	-4	25

High-throughput results from PubChem BioAssay.
